USP1 inh: blocks the human USP1/UAF1 deubiquitinase complex. recombinant USP1/UAF1, Ub-Rhodamine cleavage fluorescence. O94782. Potency, µM (top dose mostly 57.1 µM), inactives show top-dose activity change, negative = inhibition, usual class: inhibitors. 390,000 compounds, 0.23% hits. AID 743255; note: potency is the fitted concentration of half-maximal effect; % is set by controls: 0 for no effect and ±100 for the full control effect; nearly all actives have a fitted effect of over 60% in size; inactives centre near -12
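USP1/UAF1 complex (1 nM) preincubated 15 min at room temperature with compound, then Ub-Rho substrate (150 nM final) added. Kinetic fluorescence at 480/540 nm over 6 reads at 60 s intervals; 50 mM HEPES pH 7.8, 0.5 mM EDTA, 0.1 mg/ml BSA, 1 mM TCEP, 0.01% Tween-20.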
TrxR1 substrate: rat thioredoxin reductase 1 substrate activity. O89049. purified TrxR1 substrate turnover, NADPH consumption readout. Potency, µM (doses to about 114 µM), inactives show top-dose activity change, negative = substrate turnover. 390,000 compounds, 0.01% hits. AID 588456; note: potency is the fitted concentration of half-maximal effect; % is set by controls: 0 for no effect and ±100 for the full control effect; nearly all actives have a fitted effect of over 50% in size
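Rat TrxR1, dispensed at 90 nM, was prereduced with 400 uM NADPH (final) for 5 min at ~22 deg C, then incubated with compound 15 min before 400 uM selenite. A first-read NADPH fluorescence drop versus no-compound background flagged substrates.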
HP1b binding inh: blocks HP1-beta chromodomain binding to methylated histone tails. AID 540317. Potency, µM (series often up to 114 µM), without a hit: at the top dose activity change, negative = inhibition, most hits filed as inhibitors. 390,000 compounds, 0.56% hits. P83916. AlphaScreen HP1-beta / biotin-H3K9me3 peptide binding; note: potency is the fitted concentration of half-maximal effect; nearly all actives have a fitted effect of over 70% in size; inactives centre near 23
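HP1-beta protein (50 nM final) preincubated 30 min at room temperature with biotinylated H3(1-18)K9me3 peptide (50 nM) in PBS pH 7.4, 0.01% Tween-20, then compound added for 30 min. AlphaScreen streptavidin donor/nickel chelate acceptor beads (10 ug/mL final), 30 min dark, luminescence read.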
Pin1 inh: human Pin1 inhibition; Q13526; Pin1 FP peptide displacement, HiFluor488, 10 min; Potency, µM (top dose mostly 115 µM), for the others: top-dose activity, negative = inhibition, most hits filed as inhibitors; 390,000 compounds, 0.009% hits; AID 504891; active = well fitted inhibition curve with a large enough effect in the polarisation, with a control signal flat, not every such curve was filed as active; inconclusive = small, poorly fitted or top-dose-only effect, or effect the other way, or a change in a side signal; inactive = no such curve, though single readings can be large or run the other way; the % refers to the polarisation; note: potency is the fitted concentration of half-maximal effect; % is set by controls: 0 for no effect and ±100 for the full control effect
GLS inh: blocks human kidney-isoform glutaminase activity; AID 624170; O94925; 410,000 compounds, 0.21% hits; GLS enzymatic activity, qHTS titration; Potency, µM (series often up to 45.5 µM), for inactives: at the top dose activity change, negative = inhibition, hits mostly inhibitors; note: potency is the fitted concentration of half-maximal effect; % is set by controls: 0 for no effect and ±100 for the full control effect
Target sequence (O94925 whole entry, looked up, canonical isoform): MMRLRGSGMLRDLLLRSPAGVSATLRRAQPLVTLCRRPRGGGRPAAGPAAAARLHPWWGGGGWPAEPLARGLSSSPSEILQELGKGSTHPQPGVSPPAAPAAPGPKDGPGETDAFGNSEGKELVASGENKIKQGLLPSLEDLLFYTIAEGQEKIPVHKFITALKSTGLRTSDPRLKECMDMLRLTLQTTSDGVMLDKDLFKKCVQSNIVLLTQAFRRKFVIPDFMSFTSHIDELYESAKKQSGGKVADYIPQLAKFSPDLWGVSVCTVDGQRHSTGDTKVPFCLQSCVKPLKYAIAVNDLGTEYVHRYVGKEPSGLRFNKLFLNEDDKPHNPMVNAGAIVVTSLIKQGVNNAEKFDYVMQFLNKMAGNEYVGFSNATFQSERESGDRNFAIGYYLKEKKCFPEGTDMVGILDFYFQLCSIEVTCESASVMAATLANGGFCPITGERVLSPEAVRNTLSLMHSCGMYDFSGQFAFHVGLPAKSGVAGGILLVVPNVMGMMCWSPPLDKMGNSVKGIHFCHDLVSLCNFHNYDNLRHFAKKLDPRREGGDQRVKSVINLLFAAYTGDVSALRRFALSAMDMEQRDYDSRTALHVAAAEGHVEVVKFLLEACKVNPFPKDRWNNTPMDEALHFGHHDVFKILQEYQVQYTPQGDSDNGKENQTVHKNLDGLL
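hKGA in 45 mM KH2PO4 pH 8.2, 0.02% Tween-20 with pin-transferred compounds; 1 mM L-glutamine (stock) plus glutamate oxidase/HRP/Amplex Red coupling added. Fluorescence read initially and after 30 min at RT.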
Tb PGK inh: blocks T. brucei phosphoglycerate kinase | P07378 | PGK/GAPDH coupled, Kinase-Glo luminescence, 60 min | Potency, µM (top dose mostly 57.5 µM), for the others: top-dose activity change, negative = inhibition, hits mostly inhibitors | 380,000 compounds, 0.043% hits | AID 602233; note: potency is the fitted concentration of half-maximal effect; % is set by controls: 0 for no effect and ±100 for the full control effect; nearly all actives have a fitted effect of over 60% in size
Target sequence (P07378 whole entry, looked up): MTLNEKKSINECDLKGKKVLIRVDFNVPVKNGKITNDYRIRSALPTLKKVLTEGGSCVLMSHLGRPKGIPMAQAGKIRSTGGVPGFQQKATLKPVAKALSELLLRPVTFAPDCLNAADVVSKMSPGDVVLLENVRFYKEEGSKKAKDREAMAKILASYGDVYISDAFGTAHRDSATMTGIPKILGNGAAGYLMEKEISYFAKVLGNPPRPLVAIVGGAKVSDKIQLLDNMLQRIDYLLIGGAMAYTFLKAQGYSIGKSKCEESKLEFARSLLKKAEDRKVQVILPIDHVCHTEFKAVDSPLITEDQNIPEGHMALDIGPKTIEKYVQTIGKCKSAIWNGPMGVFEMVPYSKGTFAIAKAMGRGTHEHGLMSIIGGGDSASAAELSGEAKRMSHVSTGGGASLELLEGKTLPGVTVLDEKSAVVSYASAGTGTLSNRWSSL
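Luminescent ATP detection (Kinase-Glo Plus) follows a 60-minute room-temperature incubation, with wells lacking PGK as controls. Buffer: 100 mM TEA (pH 7.6), 5 mM MgCl2, 0.01% Tween-20. Coupling enzyme GAPDH (100 nM final) supplies unstable 1,3-BPG in-well.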
PI4K2A inh: PI4K2A (human) kinase inhibition. activity change, negative = inhibition, % at 76.9 µM. Q9BTU6. purified PI4K2A, ADP-Glo luminescence, 1 h; stronger effect = lower value. 420,000 compounds, 0.13% hits. AID 1346378; in the data active = activity change below about -50%; inconclusive = mostly about -30% to -49%;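 note: -100% = wells without enzyme as full effect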
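Compounds are screened against recombinant PI4K2A using PI as substrate and ATP, the latter dispensed at 300 microM. Reactions run one hour at ambient temperature before ADP-Glo detection; full inhibition defined by wells lacking enzyme.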
TrxR1 inh: blocks rat thioredoxin reductase 1; recombinant rTrxR1, NADPH fluorescence consumption, selenite substrate; 390,000 compounds, 1% hits; O89049; Potency, µM (series often up to 114 µM), for inactives: at the highest dose activity change, negative = inhibition, hits mostly inhibitors; note: potency is the fitted concentration of half-maximal effect; % is set by controls: 0 for no effect and ±100 for the full control effect; nearly all actives have a fitted effect of over 65% in size
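Rat TrxR1 (90 nM in the dispensed reagent) was pre-reduced with 400 uM NADPH for 5 min at room temperature, then incubated with compound for 15 min. After 400 uM selenite was added, NADPH fluorescence (Ex 340/Em 450 nm) was followed for 8 min.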
IDH1 R132H inh: blocks human mutant IDH1 R132H enzyme; IDH1-R132H enzyme, NADPH consumption, diaphorase/resazurin fluorescence; Potency, µM (titrated, usually from 76.6 µM), for the others: at the highest dose activity change, negative = inhibition, actives largely listed as inhibitors; 390,000 compounds, 0.093% hits; note: potency is the fitted concentration of half-maximal effect; % is set by controls: 0 for no effect and ±100 for the full control effect; nearly all actives have a fitted effect of over 65% in size
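IDH1-R132H (0.5 ug/mL dispensed) in pH 7.5 Tris buffer was preincubated 30 min with compound, then given a substrate mix of 0.016 mM NADPH and 2 mM alpha-KG for 80 min at room temperature; remaining NADPH was read by diaphorase/resazurin fluorescence.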
* marks the source's active call; other numbers are inactive results; i = inactive; ? = inconclusive; . = not tested or not shown; & = joins results of further samples; [ ] = dose if it differs, or a comment. Unless noted, calls come from the whole dose curve; as a rule, active = well fitted curve in the direction sought with a large enough effect; inconclusive = small, poorly fitted or top-dose-only effect, or another doubt; inactive = no such curve, though single readings can be large; an effect the other way counts as inactive or inconclusive.

Value order – USP1 inh	TrxR1 substrate	HP1b binding inh	Pin1 inh	GLS inh	Tb PGK inh	PI4K2A inh	TrxR1 inh	IDH1 R132H inh
1	Cc1nc(Nc2cccc(O)c2)c2c3c(sc2n1)CCC3
→ -12%	4%	-12%	1%	0%	-1%	-13	22%	8%
2	Cc1ccc(NC(=O)C2=C(O)c3ccccc3N(C)S2(=O)=O)cc1
→ -9%	-4%[57.1 µM]	13%	6%	35%[activator]	i	-2	-12%[57.1 µM]	9%
3	O=C(NCc1ccc2c(c1)OCO2)c1cc(-c2ccncc2)nc2ccccc12
→ -8%	-6%	-5%	2%	-9%	-2%	-2	6%	-5%
4	O=C(CCS(=O)(=O)c1ccc(Br)s1)NCc1ccccc1
→ -14%	-3%[57.1 µM]	41%[activator]	7%	-4%	3%	1	-11%[57.1 µM]	-3%
5	CCOC(=O)c1[nH]c2cc3c(cc2c1NC(=O)CN1CC(C)CC(C)C1)OCO3 (centres undefined)
→ -17%	67%[activator]	3%	-3%	-23%	-10%	-3	67%[activator]	5%
6	CC(=O)C1=C(C)Nc2ncnn2C1c1ccccc1OCc1ccccc1 (centres undefined)
→ -14%	-1%	34%	3%	14%	-3%	4	-10%	6%
7	CC(=O)c1ccc(NC(=O)c2ccc3c(c2)C(=O)N(c2ccccn2)C3=O)cc1
→ ?	2%	20%	1%	-3%	-2%	10	29%	8%
8	CS(=O)(=O)N(CCc1ccccc1)CC(=O)N1CCN(c2ccc(F)cc2)CC1
→ -7%	-9%	52%[activator]	-2%	10%	-8%	4	-6%	2%
9	OCCN(Cc1ccccc1)C(=S)Nc1ccc(Cl)cc1Cl
→ -17%	-11%[57.1 µM]	-7%	-8%	-16%	i	4	15%[57.1 µM]	3%
10	O=C(Nc1c(F)cc(F)cc1Br)c1ccco1
→ -8%	7%	18%	2%	-1%	5%	0	-19%	1%
11	Cc1nn(-c2cc(Cl)ccc2N)c(=O)c2ccccc12
→ -9%	20%	8%	-3%	6%	-13%	-3	12%	4%
12	CCOc1ccc(S(=O)(=O)NCC2CCCO2)cc1NC(=O)c1ccccc1F (centres undefined)
→ -18%	7%[57.1 µM]	51%[activator]	1%	-12%	-5%	-1	-13%[57.1 µM]	-6%
13	Clc1ccc(-n2ncc3c(NCc4cccs4)ncnc32)cc1
→ -14%	-6%	48%[activator]	?	.	-6%	-2	3%	5%
14	COC(=O)c1ccccc1N(C)C(=O)C12CCC(C)(C(=O)O1)C2(C)C (centres undefined)
→ 2%	5%[57.1 µM]	17%	5%	6%	0%	-6	4%	-1%
15	CC1=C(C(=O)N(C(C)C)C(C)C)CC(CC(=O)NCCCCc2ccccc2)C(=O)N1Cc1ccccc1 (centres undefined)
→ -6%	.	.	.	3%	-2%	7	.	10%
16	Cc1cc(C)nc(Nc2n[nH]c(-c3ccccc3C)n2)n1
→ -18%	5%	41%[activator]	3%	3%	-3%	0	19%	-1%
17	Nc1nc(SC23CC4CC(CC(C4)C2)C3)ns1
→ -9%	0%	6%	-2%	-3%	-6%	1	19%	2%
18	COc1ccc(N2CC(C(=O)N3CCC(c4nc5ccccc5[nH]4)CC3)CC2=O)cc1 (centres undefined)
→ -13%	6%	22%	-7%	-10%	-2%	-1	12%	1%
19	CN(C)C(CNC(=O)CCOc1ccccc1)c1ccco1 (centres undefined)
→ -14%	7%	32%	-1%	-7%	0%	0	-4%	0%
20	O=C(OCc1ccccc1)N1CCC2CC1c1ccc(-c3ccc4c(c3)OCO4)cc12 (centres undefined)
→ -25%	.	.	.	-6%	-8%	-3	.	14%
21	CCCSc1ccc([C@H]2N[C@@](CC(C)C)(C(=O)OC)[C@H]3C(=O)N(C)C(=O)[C@@H]23)cc1
→ -27%	-3%	36%	?	-3%	5%	0	14%	1%
22	OCC[C@H]1C[C@H](O)[C@@H](O)[C@@]2(CCCCO2)O1
→ -28%	14%	31%	-8%	4%	-9%	0	29%	9%
23	COc1ccc(CNC(=O)C(NC(C)=O)C(=O)Nc2ccc(OC)cc2)cc1 (centres undefined)
→ -15%	6%[57.1 µM]	10%	-7%	1%	-1%	5	6%[57.1 µM]	2%
24	CCCNC(=O)C(=O)Nc1cc2c3c(c1)CCC(=O)N3CCC2
→ -22%	4%	30%	1%	-3%	-5%	4	29%	-2%
25	CC(Oc1cccc(Cl)c1)c1ccnc2nc(/N=C/N(C)C)nn12 (centres undefined)
→ -2%	19%	-2%	1%	6%	3%	-4	-7%	0%
26	O=c1c(-c2ccccc2)c(O)cc(-c2ccncc2)n1-c1ccc(Cl)cc1
→ 5%	2%	-1%	3%	-15%	i	-1	18%[57.1 µM]	-10%
27	COc1ccc(NC(=O)c2ccc(CN3C(=O)CCn4nc(C)cc43)cc2)c(OC)c1
→ -5%	2%	28%	0%	-5%	10%	1	22%	-8%
28	O=C(C1COc2ccccc2O1)N1CCN(Cc2ccc(Br)cc2F)CC1 (centres undefined)
→ -10%	-5%[57.1 µM]	33%	4%	0%	i	4	21%[57.1 µM]	5%
29	Cc1ccc(-c2nc(C#N)c(NCCN3CCCCC3)o2)cc1
→ -4%	179%[activator]	?	?	30%	-10%	-3	9%	6%
30	CCc1ccc(CN(C)C(=O)CCc2nnc(CCc3ccccc3OC)o2)nc1
→ -15%	1%	41%	-7%	-4%	i	-3	-7%	0%
31	CSCCC(NC(=O)c1ccccc1Cl)C(=O)N1CCC1 (centres undefined)
→ -7%	-12%	28%	-5%	-11%	i	3	-10%	1%
32	CC1(C)CC(=O)C2=C(C1)Nc1cc(Cl)ccc1S2
→ -14%	9%[57.1 µM]	15%	2%	?	-1%	1	5%[57.1 µM]	4%
33	O=C(CSc1nnc(-c2ccccc2)n1-c1ccccc1)NCc1ccco1
→ 2%	15%	5%	1%	-8%	10%	-4	29%	0%
34	COC(=O)c1cc(NC(=O)C2(S(=O)(=O)c3ccc(Cl)cc3)CC2)cc(C(=O)OC)c1
→ -16%	-8%	34%	3%	-12%	0%	1	-10%	4%
35	Cc1nnc(SCCn2c(N3CCC(C)CC3)nc3c2c(=O)n(C)c(=O)n3C)s1
→ 4%	-2%	0%	1%	-4%	-6%	2	15%	1%
36	CC1CCCC(C)N1C(=O)CN1C(=O)C(C)(C)Oc2ccc(C(=O)NC3CCCC3)cc21 (centres undefined)
→ -10%	0%	7%	3%	-8%	-8%	-4	6%	0%
37	CC(C)c1ccc(N2C(=O)[C@@H]3Cc4ccccc4CN3C2=O)cc1
→ -14%	3%[57.1 µM]	47%[activator]	-8%	-5%	0%	-7	34%[activator][57.1 µM]	1%
38	COc1ccc(NC(=O)c2cn(-c3ccccc3)nc2-c2ccc(C)cc2)cc1
→ -19%	-4%	34%	20%	-2%	-7%	-3	11%	-3%
39	Cc1nc2nc[nH]n2c(=O)c1CCOC(=O)c1ccccc1F
→ -15%	-7%[57.1 µM]	45%[activator]	-2%	-9%	3%	0	-9%[57.1 µM]	-11%
40	COc1ccc(-n2c(/C=C/c3cc(OC)c(OC)cc3OC)nc3cc4ccccc4cc3c2=O)cc1Cl
→ 78%[activator]	-5%[57.1 µM]	-3%	?	3%	2%	-5	8%[57.1 µM]	-11%
41	Cc1nc2scc(C)n2c(=O)c1S(=O)(=O)NCCc1ccccc1
→ -17%&-1%	23%[57.1 µM]	5%&13%	2%&-3%	1%&0%	-5%&-4%	7&-3	20%[57.1 µM]	7%&-14%
42	O=C(NCc1ccc(Cl)cc1)C(=O)Nc1nccs1
→ -17%	9%[57.1 µM]	21%	16%	0%	8%	0	24%[57.1 µM]	0%
43	CC(C)c1ccc2occ(CC(=O)Nc3ccccc3Cl)c2c1
→ -8%	-8%	122%[activator]	9%	-4%	-3%	1	10%	-1%
44	COc1ccc2oc(=O)cc(CN3CCN(C(=O)c4ccccc4)CC3)c2c1
→ -7%	9%	15%	-2%	1%	-1%	0	8%	7%
45	Cc1cc(/C=C2\C(=N)N3N=CSC3=NC2=O)c(C)n1Cc1ccccc1
→ -13%	5%[57.1 µM]	3%	4%	21%	-4%	-1	-16%[57.1 µM]	3%
46	N#C/C(=C\c1cccnc1)C(=O)Nc1ccc(SC(F)F)cc1
→ -6%	7%[57.1 µM]	2%	0%	-4%	i	0	6%[57.1 µM]	-24%
47	Cc1[nH]c2ccccc2c1CN1CCc2ccccc2C1
→ 2%	0%	-39%	5%	-1%	i	-4	9%	5%
48	Cc1nc(/C(N)=N/OC(=O)c2ccccc2Cl)c(C(F)(F)F)o1
→ -6%	4%	20%	-4%	0%	-15%	-15	13%	-1%
49	CC(=O)Cn1ncc(Br)c(Br)c1=O
→ -16%	8%	33%	-4%	-1%	-7%	6	?	0%
50	CC(Sc1nnc(-c2ccco2)n1C)C(=O)Nc1nccs1 (centres undefined)
→ -6%	5%[57.1 µM]	21%	2%	-3%	-9%	-9	9%[57.1 µM]	-1%

Screening results deposited in PubChem BioAssay by National Center for Advancing Translational Sciences (NCATS).

Not all compounds are listed, so the mix of outcomes need not match the whole.
